# Screening data from PubChem.
# ABCB6 inh 2 = ABCB6 transporter inhibitors, primary screen, K562-ABCB6 cells, flow cytometry, MLPCN library. ATP-binding cassette sub-family B member 6 (Homo sapiens), Q9NP58. K562-ABCB6 porphyrin accumulation, 1 h; stronger effect = lower value. fluorescence ratio to DMSO, % at 10 µM. 360,000 tested, 0.19% active. AID 602162, 2011;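 active = fluorescence ratio to DMSO below 75%, the collection mean minus 3 SD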;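 note: signal is porphyrin accumulated inside mitochondria; 100% equals median channel fluorescence of DMSO control wells; lower ratio means ABCB6 inhibition with less porphyrin fluorescence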
# aDG glyco act = activators of alpha-DG glycosylation, primary screen, uHTS, Pro5-aDG cells, AlphaScreen; alpha-DG glycosylation AlphaScreen (IIH6); 0% Pro5, 100% B10-LARGE cell signal; activation, % at 10 µM; 360,000 tested, 0.22% active;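 active = activation of at least 8% versus controls, or a plate z-score of at least 8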;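 note: Pro5 are CHO cells carrying HIG-tagged alpha-DG that lacks glycosylation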
# HTR2A ag = mouse Htr2a agonists via beta-arrestin recruitment, primary screen, cell-based, luminescence; 5-hydroxytryptamine receptor 2A (Mus musculus), P35363; CHO-K1 mHTR2A beta-arrestin complementation; percent of 30 µM serotonin response; activation, % at 7.6 µM; 360,000 tested, 0.66% active;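 active = activation above a run cutoff, the mean activation of all tested compounds plus 3 SD, cut at about 14% in these data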;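 note: 0% = plate median of compound wells and 100% = 30 µM serotonin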
# Target sequence (P35363 whole entry, looked up): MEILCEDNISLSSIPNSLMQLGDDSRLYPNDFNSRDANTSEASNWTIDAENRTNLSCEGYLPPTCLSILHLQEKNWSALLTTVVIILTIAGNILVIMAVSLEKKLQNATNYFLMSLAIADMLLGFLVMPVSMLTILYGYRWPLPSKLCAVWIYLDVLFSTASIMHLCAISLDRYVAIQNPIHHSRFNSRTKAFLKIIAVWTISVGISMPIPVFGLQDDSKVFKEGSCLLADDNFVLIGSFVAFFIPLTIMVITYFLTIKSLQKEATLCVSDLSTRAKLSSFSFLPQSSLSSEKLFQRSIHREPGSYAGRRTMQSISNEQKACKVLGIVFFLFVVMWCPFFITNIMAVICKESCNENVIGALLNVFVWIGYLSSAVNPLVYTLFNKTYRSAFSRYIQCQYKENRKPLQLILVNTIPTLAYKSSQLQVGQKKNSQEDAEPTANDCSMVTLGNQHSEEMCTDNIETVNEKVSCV
# Vif imaging = HIV Vif self-association inhibitors, primary screen, imaging, HEK293T, single point; HEK293T cells, Vif self-association by quenched fluorescence, 24 h; inhibition, % at 7.49 µM; 340,000 tested, 0.35% active; AID 602346, 2012; in the data active = inhibition above about 50%, passing the limit was not always enough; note: some results filed as inactive read as strong as hits
# CaV13 FRET inh = Disruptors of the CACNA1D IQ motif to Ca2+-dependent inactivation inhibitor domain association, primary screening, Förster resonance energy transfer in intact living … | 340,000 tested, 0.098% active | inhibition, % at 12.3 µM | HEK cells, CFP/YFP FRET ICDI-IQ, plate reader, 10 min; percent FRET-ratio fall versus neutral wells;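 active = mean replicate inhibition of at least 30% and at least 1% of replicates passing that level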;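 note: 0% = median of the neutral control wells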
# Starred values were filed as active, the others as inactive; / = not tested or not shown. A portion of the library, so the mix of outcomes need not match the whole.
1	CN1CCN(C(=O)OC2c3nccnc3C(=O)N2c2ccc(Cl)cn2)CC1 (centres undefined)
2	O=C(NCCN1CCC2(CC1)C(=O)NCN2c1ccccc1)c1ccccc1C(F)(F)F
3	Cc1ccc(/C=C2/C(=O)NC(=O)N(Cc3ccc(F)cc3)C2=O)o1
4	CCOc1ccc(N2C(=O)/C(=C\c3cccs3)C(=O)NC2=S)cc1
5	Fc1ccc(C[n+]2c(-c3ccccc3)cc(-c3ccccc3)cc2-c2ccccc2)cc1
assay / compound | 1 | 2 | 3 | 4 | 5
ABCB6 inh 2 | / | / | / | / | /
aDG glyco act | / | / | / | / | /
HTR2A ag | / | / | / | / | /
Vif imaging | 4 | / | / | / | /
CaV13 FRET inh | / | -11 | -5 | 2 | -6

# The final three entries of the section before are carried over, then new ones follow.
3	Cc1ccc(/C=C2/C(=O)NC(=O)N(Cc3ccc(F)cc3)C2=O)o1
4	CCOc1ccc(N2C(=O)/C(=C\c3cccs3)C(=O)NC2=S)cc1
5	Fc1ccc(C[n+]2c(-c3ccccc3)cc(-c3ccccc3)cc2-c2ccccc2)cc1
6	Cc1ccc2nc(-c3ccc(CN4CCC(n5c(=O)[nH]c6cc(Cl)ccc65)CC4)cc3)c(-c3ccccc3)nc2c1
7	COP(=O)(OC)OC=C(Cl)Cl
8	Cc1cc(N2CCNC[C@@H]2C)ccc1N1CCN[C@H](C)C1
9	Cc1ccc(OC(=O)N(C)C[C@H]2OCc3cnnn3CCCC(=O)N([C@H](C)CO)C[C@H]2C)cc1
10	CC(C)(C)c1cc([N+](=O)[O-])cc(C(C)(C)C)c1O
assay / compound | 3 | 4 | 5 | 6 | 7 | 8 | 9 | 10
ABCB6 inh 2 | / | / | / | / | / | / | / | /
aDG glyco act | / | / | / | / | / | / | / | /
HTR2A ag | / | / | / | / | / | / | / | /
Vif imaging | / | / | / | / | / | / | / | /
CaV13 FRET inh | -5 | 2 | -6 | -16 | -9 | -2 | -4 | -2

# In another format: entries from further up.
# Value order: ABCB6 inh 2, aDG glyco act, HTR2A ag, Vif imaging, CaV13 FRET inh
9: Cc1ccc(OC(=O)N(C)C[C@H]2OCc3cnnn3CCCC(=O)N([C@H](C)CO)C[C@H]2C)cc1
  /, /, /, /, -4
10: CC(C)(C)c1cc([N+](=O)[O-])cc(C(C)(C)C)c1O
  /, /, /, /, -2

# Among those listed so far, these have four or more nitrogen atoms:
1	CN1CCN(C(=O)OC2c3nccnc3C(=O)N2c2ccc(Cl)cn2)CC1 (centres undefined)
2	O=C(NCCN1CCC2(CC1)C(=O)NCN2c1ccccc1)c1ccccc1C(F)(F)F
6	Cc1ccc2nc(-c3ccc(CN4CCC(n5c(=O)[nH]c6cc(Cl)ccc65)CC4)cc3)c(-c3ccccc3)nc2c1
8	Cc1cc(N2CCNC[C@@H]2C)ccc1N1CCN[C@H](C)C1
9	Cc1ccc(OC(=O)N(C)C[C@H]2OCc3cnnn3CCCC(=O)N([C@H](C)CO)C[C@H]2C)cc1
assay / compound | 1 | 2 | 6 | 8 | 9
ABCB6 inh 2 | / | / | / | / | /
aDG glyco act | / | / | / | / | /
HTR2A ag | / | / | / | / | /
Vif imaging | 4 | / | / | / | /
CaV13 FRET inh | / | -11 | -16 | -2 | -4

# Next records follow.
11	CCCC1(CCC)C(=O)NC(=Nc2ccc(C)cc2)NC1=O
12	COc1ccc(N2C(=O)NC(=O)/C(=C/c3ccc(N4CCOCC4)cc3)C2=O)cc1
13	COc1ccc(N2C(=O)NC(=O)/C(=C/c3cccc(OC(=O)c4cccs4)c3)C2=O)cc1Cl
14	Oc1cc(Cl)c(Cl)cc1Cl
15	NS(=O)(=O)c1ccc(-c2ccc(C=C3C(=O)NC(=S)NC3=O)o2)cc1
assay / compound | 11 | 12 | 13 | 14 | 15
ABCB6 inh 2 | / | / | / | / | /
aDG glyco act | / | / | / | / | /
HTR2A ag | / | / | / | / | /
Vif imaging | / | / | / | / | /
CaV13 FRET inh | -4 | 1 | -2 | -5 | -9

16	O=[N+]([O-])c1ccccc1-c1cc(-c2ccccc2)cc(-c2ccccc2)[n+]1Cc1ccccc1Cl
17	N#Cc1ccc(NC(=S)N2Cc3cc(Br)ccc3-n3nncc3C2)cc1
18	Cc1cc(N2CCNC[C@H]2C)ccc1N1CC[C@H](O)C1
19	NC(=O)c1ccc(C(=O)Nc2ccc([As](=O)(O)O)cc2)cc1
20	O=C(NCCN1CCC2(CC1)C(=O)NCN2c1ccccc1)c1ccc(F)c(F)c1
assay / compound | 16 | 17 | 18 | 19 | 20
ABCB6 inh 2 | / | / | / | / | /
aDG glyco act | / | / | / | / | /
HTR2A ag | / | / | / | / | /
Vif imaging | / | / | / | / | /
CaV13 FRET inh | -9 | -3 | -10 | -4 | -9

# Compound profiles, as listed above. Order of values: ABCB6 inh 2	aDG glyco act	HTR2A ag	Vif imaging	CaV13 FRET inh
# Cc1ccc2nc(-c3ccc(CN4CCC(n5c(=O)[nH]c6cc(Cl)ccc65)CC4)cc3)c(-c3ccccc3)nc2c1 reads /	/	/	/	-16
# CCOc1ccc(N2C(=O)/C(=C\c3cccs3)C(=O)NC2=S)cc1 reads /	/	/	/	2

# Following part:
21	CCOC(=O)C1=C(C(=O)OCC)C2(c3ccccc3)c3ccccc3C1(C)N2C (centres undefined)
22	Brc1ccc2c(c1)CNCc1cnnn1-2
23	C=C1C(=O)O[C@H]2C[C@@H](C)[C@@H]3C=CC(=O)[C@@]3(C)C[C@H]12
24	O=C1C2CCN(CC2)C1Cc1ccccc1O (centres undefined)
25	CN1C(=O)NC(=O)/C(=C/c2ccc([N+](=O)[O-])o2)C1=O
assay / compound | 21 | 22 | 23 | 24 | 25
ABCB6 inh 2 | / | / | / | / | /
aDG glyco act | / | / | / | / | /
HTR2A ag | / | / | / | / | /
Vif imaging | / | / | / | / | /
CaV13 FRET inh | -4 | -5 | -4 | -5 | -4

26	COc1ccc(CCNCc2ccc(SC)cc2)cc1
27	O=S(=O)(c1ccc2ccccc2c1)N1Cc2cc(Br)ccc2-n2nncc2C1
28	COc1ccc(CCN)cc1S(N)(=O)=O
29	CCOC(=O)[C@]12Cc3cc(Cl)ccc3[C@H]1N(CC(=O)OC)C(=O)c1ccccc12
30	CCOC(=O)[C@]12Cc3cc(Cl)ccc3[C@H]1N(C1CCCCC1)C(=O)c1ccccc12
31	CN(Cc1cccc(-c2ccncc2)c1)C(=O)Oc1ccccc1Cc1ccccc1
32	Cc1ccc(C(O)(C(=O)OC(C)C)C(O)c2ccccc2)cc1 (centres undefined)
33	C[C@@]12CC[C@@H](c3cc4c(cc3C1)OCO4)N2c1ccccc1
assay / compound | 26 | 27 | 28 | 29 | 30 | 31 | 32 | 33
ABCB6 inh 2 | / | / | / | 101 | 101 | 92 | / | /
aDG glyco act | / | / | -0.3 | 0.0 | -0.1 | 0.9 | 0.8 | 0.0
HTR2A ag | / | / | -2 | -2 | 3 | -1 | 0 | 4
Vif imaging | / | / | / | / | / | / | / | /
CaV13 FRET inh | -5 | -4 | / | / | / | / | -8 | -7
